Polio RdRp inh = poliovirus RdRp elongation inhibitors, primary screen, biochemical, fluorescence polarization, total intensity | Genome polyprotein (Poliovirus type 1 (strain Mahoney)), P03300 | poliovirus polymerase elongation; stronger effect = lower value | % elongation, % (compound at 16.7 µg/mL) | 150,000 compounds, 0.66% hits; in the data active = % elongation below about 90%; also: some results filed as inactive read as strong as hits
Target sequence (P03300 1749-2209 limits assumed): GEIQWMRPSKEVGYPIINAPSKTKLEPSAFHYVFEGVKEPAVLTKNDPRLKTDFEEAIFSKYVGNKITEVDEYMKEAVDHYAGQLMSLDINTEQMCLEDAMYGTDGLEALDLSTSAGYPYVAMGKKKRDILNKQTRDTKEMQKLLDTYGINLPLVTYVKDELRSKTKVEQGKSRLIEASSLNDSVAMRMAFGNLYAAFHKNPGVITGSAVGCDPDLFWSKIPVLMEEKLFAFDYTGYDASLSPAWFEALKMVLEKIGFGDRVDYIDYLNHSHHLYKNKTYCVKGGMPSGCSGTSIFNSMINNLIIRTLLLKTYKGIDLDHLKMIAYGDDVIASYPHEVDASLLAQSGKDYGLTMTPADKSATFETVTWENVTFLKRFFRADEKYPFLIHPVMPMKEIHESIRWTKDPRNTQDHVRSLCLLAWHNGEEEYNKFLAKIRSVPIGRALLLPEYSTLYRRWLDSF
Polio RdRp inh FP z-score = further read-out of Polio RdRp inh, marked with its call; z-score; measured here: FP z-score; hits read low
Active calls of the source: *.

Under each structure – Polio RdRp inh, Polio RdRp inh FP z-score
1: COc1cccc(OC(=O)CSc2nnc(-c3cccs3)o2)c1
 : 90.0*, -2.9*
2: CCc1nnc(NC(=O)CN2CCN(c3ccccc3)CC2)s1
 : 100.0, -0.2
3: COc1ccc(CNc2ncnc3c2cnn3-c2ccc(C)c(C)c2)cc1
 : 105.0, -0.3
4: NC(=O)CCCCC1CCSS1 (configuration not stated)
 : 107.0, 0.6
5: O=C(NC1CCCC1)c1cc(F)c(F)cc1Cl
 : 102.0, 0
6: c1ccc(CSc2nc3ccccc3n2Cc2ccccn2)cc1
 : 101.0, -0.1
7: COC(=O)Cn1c(=O)c2cccn2c2cccnc21
 : 108.0, 0.3
8: COC(=O)c1cc2occc2n1Cc1nc(-c2cccc(Br)c2)oc1C
 : 106.0, -0.2
9: O=C(Nc1cccc(Cl)c1N1CCOCC1)c1ccco1
 : 103.0, 0.6
10: Cc1ccc(NC(=O)Nc2ccc3nc(N4CCN(C)CC4)cc(C)c3c2)cc1F
 : 103.0, 0
11: c1ccc(-c2nc(N3CCCCC3)nc3ccccc23)cc1
 : 101.0, -0.1
12: COCCn1c(SCC(=O)c2cc(C)ccc2C)nc2cc(C(=O)NC3CCCC3)ccc2c1=O
 : 102.0, -1.1
13: O=C(Nc1ncc(Cc2ccc(Cl)cc2)s1)c1ccc2c(c1)CC(c1ccccc1)OC2=O (configuration not stated)
 : 111.0, 1
14: Cc1ccccc1C1C=C(c2ccc(F)cc2)Nc2ncnn21 (configuration not stated)
 : 100.0, -0.1
15: CCOc1ccccc1OCC(=O)N(C)Cc1ccc2c(c1)OCCO2
 : 105.0, 0.7
16: COc1ccc(-c2n[nH]c(=S)n2Cc2ccccc2)cc1OC
 : 102.0, 0.7
17: COc1ccc(CNC(=O)c2ccc(NC(=O)N3CCCCc4ccccc43)cc2)c(OC)c1
 : 113.0, 0.6
18: Cc1cccc(C)c1OCc1nc2c3cnn(-c4cccc(F)c4)c3ncn2n1
 : 123.0, 0.6
19: CNC(=O)C1CCC(Cn2c(=O)[nH]c3ccsc3c2=O)CC1 (configuration not stated)
 : 108.0, 0.3
20: O=C(CSc1ncnc2sc(-c3ccccc3)cc12)c1ccc2c(c1)OCCO2
 : 101.0, 0
21: COc1ccccc1OCCNC(=O)c1ccc2c3c(cccc13)CC2
 : 103.0, 0
22: CCOC(=O)c1c(C)[nH]c(C)c1S(=O)(=O)N1CCc2ccccc21
 : 106.0, 0.7
23: CC(C)(CNC(=O)c1cn(-c2ccccc2)nc1-c1ccccc1)N1CCOCC1
 : 99.0, -0.5
24: CCC(CC)c1nn2c(=O)cc(COc3ccc(NC(=O)c4cccc(C)c4)cc3)nc2s1
 : 115.0, 1.8
25: CC1=CC(C)(C)SC(N)=N1
 : 103.0, 0.4
26: Cc1ccc(S(=O)(=O)N2CCCc3cc(NS(=O)(=O)c4ccc(C)c(C)c4)ccc32)cc1
 : 108.0, 0.4
27: Cc1nn2c3ccccc3nc2n(Cc2ccccc2)c1=O
 : 100.0, -0.1
28: Cc1n[nH]c(C)c1Sc1ccccc1NC(=O)c1ccc(F)cc1
 : 102.0, 0.3
29: O=C(O)NC(=O)c1ccccc1
 : 107.0, 0.8
30: Oc1[nH]c(=S)sc1C=Nc1ccccc1
 : 107.0, 1

Part of the list above in order of number of heavy atoms, rising:
Under each structure – Polio RdRp inh, Polio RdRp inh FP z-score
25: CC1=CC(C)(C)SC(N)=N1
 : 103.0, 0.4
30: Oc1[nH]c(=S)sc1C=Nc1ccccc1
 : 107.0, 1
21: COc1ccccc1OCCNC(=O)c1ccc2c3c(cccc13)CC2
 : 103.0, 0
26: Cc1ccc(S(=O)(=O)N2CCCc3cc(NS(=O)(=O)c4ccc(C)c(C)c4)ccc32)cc1
 : 108.0, 0.4
24: CCC(CC)c1nn2c(=O)cc(COc3ccc(NC(=O)c4cccc(C)c4)cc3)nc2s1
 : 115.0, 1.8

(list continues)
Under each structure – Polio RdRp inh, Polio RdRp inh FP z-score
31: COc1ccc(CCn2c(=O)c3cccnc3n(CC(=O)NCc3ccc(C)cc3)c2=O)cc1OC
 : 102.0, 1
32: CCOc1ccccc1-n1c(SCC(=O)NCc2ccco2)nc2ccccc2c1=O
 : 101.0, -0.2
33: O=S(=O)(Nc1cccc(C(F)(F)F)c1)c1ccc(NS(=O)(=O)c2ccc3c(c2)OCCO3)cc1
 : 103.0, -0.5
34: CCCCN(C)CCCNC(=O)Cn1ncc2c3ccccc3n(Cc3ccccc3)c2c1=O
 : 106.0, -0.3
35: CCOc1ccccc1NC(=O)CSc1nnc2[nH]c(=O)cc(C)n12
 : 111.0, 0.8
36: COc1cccc(-c2nnc(SCC(=O)N3c4ccccc4Sc4ccccc43)o2)c1
 : 104.0, 0.7
37: O=C(c1ccc2c(c1)N(Cc1ccc(F)cc1)C(=O)c1ccccc1S2=O)N1CCC(Cc2ccccc2)CC1 (configuration not stated)
 : 110.0, 0.6
38: Cc1ccc2nc(/C(C#N)=C/c3ccc(-c4cccc(Cl)c4)o3)[nH]c2c1
 : 84.0, -2.6
39: CCOC(=O)c1cccc(NC(=O)n2ncc3cc(Cl)ccc32)c1
 : 101.0, -0.5
40: CCn1cc(/C=C(\NC(=O)c2ccco2)C(=O)N2CCc3ccccc32)c2ccccc21
 : 99.0, -1.2
41: CCCNC(=O)c1ccc(COc2ccc(C(C)(C)C)cc2)o1
 : 101.0, 0.1
42: CCC1CN(C(=O)N2CCC(C(=O)NCc3cc(OC)ccc3OC)CC2)c2ccccc2O1 (configuration not stated)
 : 110.0, 0.5
43: CCCCN(CC)C(=O)Cn1cc2c(n1)-c1c(oc(C(=O)N3CCCC3)c1C)CC2
 : 107.0, 0
44: CCOC(=O)NN=C1CCC(c2ccccc2)CC1 (configuration not stated)
 : 101.0, 0
45: O=S1(=O)CCC(N=Cc2ccc(-c3ccc(Cl)cc3)o2)C1 (configuration not stated)
 : 105.0, 0.4
46: CCN(C(=O)CSc1ccccn1)C1CCCCC1
 : 101.0, -0.2
47: O=C(O)C12CCCC(Br)(CCC1)C2
 : 100.0, -0.3
48: COc1ccc(NC(=O)c2cccc3c2C(=O)N(C2CCCCC2)C3)cc1
 : 100.0, 0
49: CCNc1nc(NCC)nc(N2n3c(nc4sc5c(c4c3=O)CCCC5)SCC2(O)c2ccc(OC)cc2)n1 (configuration not stated)
 : 99.0, -0.4
50: Cc1[nH]c2ccccc2c1C(=O)CSc1ncccn1
 : 105.0, 0.5
51: CCCOc1ccc(C(=O)N2CCC(c3nc4ccccc4s3)CC2)cc1
 : 109.0, 0.2
52: NC(=O)N1CCCC1=O
 : 103.0, 0.4
53: CC(C)NC(=O)C1CCC(=O)N1Cc1ccccc1Cl (configuration not stated)
 : 103.0, 0.6
54: CCN(Cc1ccccc1)C(=O)CN1C(=O)COc2ccc(S(=O)(=O)N3CCCCCC3)cc21
 : 118.0, 0.3
55: O=C(/C=C/c1ccc(Br)o1)Nc1nccs1
 : 99.0, -0.3
56: Cc1nn(-c2ccccc2)c(Oc2ccc(F)cc2)c1/C=N/NC(N)=O
 : 100.0, -0.6
57: Cc1ccc(C(=O)CC(c2ccccc2)C(C#N)C#N)cc1 (configuration not stated)
 : 98.0, -0.4
58: Cn1c(-c2cc3ccc(O)c(CN4CCCCCC4)c3oc2=O)nc2ccccc21
 : 95.0, -1.5
59: Cc1oc(CC(C)C)cc1C(=O)N1CCN(C(=O)c2cc(CC(C)C)oc2C)CC1
 : 99.0, -0.6
60: COc1ccc(CN2C(=O)C(NC(=O)c3cccc(C)c3)(C(F)(F)F)N=C2c2ccccc2)cc1 (configuration not stated)
 : 109.0, 1.1
61: O=C(O)CCCC(=O)Nc1cccc2cccnc12
 : 101.0, 0.1
62: CCC(C(=O)N1CCN(c2ccccc2F)CC1)n1nc(C)c2sc3ccccc3c2c1=O (configuration not stated)
 : 112.0, 0.2
63: Cc1csc2nc(CCNC(=O)c3cccs3)cn12
 : 102.0, 0
64: CCN1CCc2c(sc3nc(=S)[nH]c(N)c23)C1
 : 102.0, 0
65: Cc1cc(C)cc(NC2=CC(c3cccc(F)c3)N(c3cc(C)cc(C)c3)C2=O)c1 (configuration not stated)
 : 106.0, 0.5
66: CCc1ccc(NC(=O)C(=O)NCC(c2cccnc2)N2CCN(Cc3ccccc3)CC2)cc1 (configuration not stated)
 : 104.0, -1.1
67: CCOc1ccc(NC(=O)c2c[nH]n3c(=O)cc(C4CCN(C(=O)OC(C)(C)C)CC4)nc23)cc1
 : 99.0, -0.7
68: Cc1ccccc1CNC(=O)C1CCCN(c2nnc(-n3c(C)ccc3C)s2)C1 (configuration not stated)
 : 104.0, -0.9
69: CC(NC(=O)Cn1c(=O)oc2cc(S(=O)(=O)NCc3ccccc3)ccc21)c1ccccc1 (configuration not stated)
 : 106.0, 0.8
70: c1ccc2c(c1)NC(c1ccc3c(c1)OCO3)S2 (configuration not stated)
 : 102.0, -0.5
71: CC(C)OCCCNC(=O)c1ccc2c(c1)NC(=O)c1ccccc1S2
 : 107.0, 0.2
72: CCCCNC(=O)c1cn(C)c2ccc(S(=O)(=O)N(CC)CC)cc2c1=O
 : 100.0, -0.1
73: CCCCn1c(NN)nc2sc3c(c2c1=O)CCCC3
 : 105.0, 0.9
74: CC(C)(C)NC(=O)Cn1nnc(-c2ccc(S(C)(=O)=O)cc2)n1
 : 103.0, 0
75: Cc1cc(C)c(C#N)c(SCC(=O)NC2CCCCC2)n1
 : 105.0, 0.1
76: N#Cc1c(-c2ccccc2)cc(-c2ccccc2)c(C#N)c1N
 : 105.0, 0.2
77: Cc1ccc(CNC(=O)C2(c3cccs3)CCOCC2)cc1
 : 103.0, -0.9
78: CC(C)C(NS(=O)(=O)c1ccc2c(c1)OCCO2)C(=O)OCc1nnc(-c2ccccc2)o1 (configuration not stated)
 : 106.0, 0.5
79: CN(C)S(=O)(=O)N1CCN(Cc2ccccc2)CC1
 : 102.0, 0.1
80: Cc1nn(C)c(C)c1Sc1ccc(Br)cc1
 : 102.0, 0.1

(further entries)
Under each structure – Polio RdRp inh, Polio RdRp inh FP z-score
81: COc1ccc(CNC(=O)C2=CC(c3cccc(OC)c3)=NS(=O)(=O)N2C)cc1
 : 107.0, -0.1
82: CCOC(=O)N1CCN(Cc2ccccn2)CC1
 : 100.0, -0.3
83: CCOCC(=O)Nc1cc(Cl)c(NC(=O)COCC)c(Cl)c1
 : 102.0, 0
84: COCC(C)N=C1NC(=O)C(CC(=O)Nc2cc(C)c(Cl)cc2OC)S1 (configuration not stated)
 : 103.0, 0.1
85: O=C(CSC1=Nc2ccccc2C2=NC(Cc3ccccc3)C(=O)N12)Nc1ccccc1C(F)(F)F (configuration not stated)
 : 110.0, 0.8
86: CCc1cccc(NC(=O)CCNS(=O)(=O)c2cccc3nonc23)c1
 : 104.0, -0.3
87: FC(F)(F)c1nc(Sc2nnc(C3CC3)o2)c2ccccc2n1
 : 98.0, -0.6
88: CCC(CO)Nc1ncnc2onc(-c3ccc(F)cc3)c12 (configuration not stated)
 : 105.0, 0.6
89: O=C(COc1ccccc1)NCC(=O)N1CCCC1
 : 102.0, 0
90: c1ccc(N2CCN(c3nc4ccccc4[nH]3)CC2)nc1
 : 98.0, -0.7

Entries of single compounds, looked up by structure.
`CCOC(=O)N1CCN(Cc2ccccn2)CC1` is listed with Polio RdRp inh = 100.0; Polio RdRp inh FP z-score = -0.3
`FC(F)(F)c1nc(Sc2nnc(C3CC3)o2)c2ccccc2n1` is listed with Polio RdRp inh = 98.0; Polio RdRp inh FP z-score = -0.6

Next results follow.
Under each structure – Polio RdRp inh, Polio RdRp inh FP z-score
91: COC(=O)c1cc2oc3ccccc3c2n1Cc1ccccc1Cl
 : 111.0, 0.2
92: C=CCN(CC=C)C(=O)COc1ccc(Cl)cc1Cl
 : 99.0, -0.5
93: CCOc1ccc(-c2cc(C(=O)OC)on2)cc1
 : 103.0, 0.5
94: CC(C)C(C)(C#N)NC(=O)CSc1nnc(-c2cccc(S(=O)(=O)N3CCOCC3)c2)n1-c1ccc(F)cc1 (configuration not stated)
 : 104.0, 0.1
95: COc1ccc(CCn2c(C)cc(C(=O)CSc3nnnn3-c3ccccc3)c2C)cc1
 : 99.0, -0.2
96: CCc1ccc2[nH]c(=O)c(CNCCO)cc2c1
 : 102.0, 0.4
97: Cc1nc2sccn2c(=O)c1S(=O)(=O)NCC(C)c1ccccc1 (configuration not stated)
 : 98.0, -0.3
98: CCCCNC(=O)C1CCCN(S(=O)(=O)c2c(C)noc2/C=C/c2cccs2)C1 (configuration not stated)
 : 102.0, 1.1
99: COc1ccccc1C(=O)OCC(=O)N(C)Cc1ccccc1
 : 94.0, -0.8
100: Cc1occc1C(=O)NC1CCCc2ccccc21 (configuration not stated)
 : 101.0, 0.2
101: O=C(CSc1ccc(Br)cc1)NC1CCCC1
 : 105.0, 1.3
102: CC1(C)CC(=O)c2cc(OCC(=O)NCc3cccnc3)ccc2O1
 : 105.0, 0.7
103: CCN1CCCC1CNS(=O)(=O)c1cc(-c2cc(C)no2)ccc1C (configuration not stated)
 : 100.0, -0.5
104: Cc1ccc(Nc2nnc(C(C)(C)C)c(=O)[nH]2)c(C)c1
 : 101.0, 0.2
105: N#C/C(=C\c1ccc(-c2cccc(C(=O)O)c2)o1)C(=O)NC1CCCCC1
 : 103.0, 0.5
106: O=c1ccccn1Cc1ccccc1F
 : 100.0, -0.8
107: COC1CC(O[C@@H]2[C@H](C)[C@H](OC3OC(C)CC(N(C)C)C3OC(C)=O)[C@H](C)CC3(CO3)C(=O)[C@@H](C)C(OC(C)=O)[C@H](C)[C@H](C)OC(=O)[C@@H]2C)OC(C)C1OC(C)=O (some centres not stated)
 : 100.0, 0.2
108: COc1ccc(NC(=O)CN2CCC(n3c(C)nc4cc(F)ccc43)CC2)c(OC)c1
 : 101.0, -0.2
109: CCCn1nc(NS(C)(=O)=O)c2cc3ccccc3nc21
 : 101.0, -0.4
110: CCn1c(=O)c(=O)[nH]c2cc(C(=O)NC3CC3)ccc21
 : 106.0, 0.6
111: CC(=O)NC1C(=O)N=C(SCC(=O)Nc2c(C)cccc2C)NC1=O (configuration not stated)
 : 101.0, -0.2

Assay outcomes (PubChem BioAssay)

Not all compounds are listed; rates above refer to the full screens.
